EPAC2 ag = agonists of human EPAC2 (RAPGEF4) | AID 720711 | Q8WZA2 | Potency, µM (top dose mostly 154 µM), for the others: top-dose activation, usual class: activators | EPAC2 activation, biochemical qHTS; response scale: 100% = 6.5 mM cAMP response | actives 0.079% (n = 360,000); note: potency is the fitted concentration of half-maximal effect; nearly all actives have a fitted effect of over 50% in size
Target sequence (Q8WZA2 whole entry, looked up): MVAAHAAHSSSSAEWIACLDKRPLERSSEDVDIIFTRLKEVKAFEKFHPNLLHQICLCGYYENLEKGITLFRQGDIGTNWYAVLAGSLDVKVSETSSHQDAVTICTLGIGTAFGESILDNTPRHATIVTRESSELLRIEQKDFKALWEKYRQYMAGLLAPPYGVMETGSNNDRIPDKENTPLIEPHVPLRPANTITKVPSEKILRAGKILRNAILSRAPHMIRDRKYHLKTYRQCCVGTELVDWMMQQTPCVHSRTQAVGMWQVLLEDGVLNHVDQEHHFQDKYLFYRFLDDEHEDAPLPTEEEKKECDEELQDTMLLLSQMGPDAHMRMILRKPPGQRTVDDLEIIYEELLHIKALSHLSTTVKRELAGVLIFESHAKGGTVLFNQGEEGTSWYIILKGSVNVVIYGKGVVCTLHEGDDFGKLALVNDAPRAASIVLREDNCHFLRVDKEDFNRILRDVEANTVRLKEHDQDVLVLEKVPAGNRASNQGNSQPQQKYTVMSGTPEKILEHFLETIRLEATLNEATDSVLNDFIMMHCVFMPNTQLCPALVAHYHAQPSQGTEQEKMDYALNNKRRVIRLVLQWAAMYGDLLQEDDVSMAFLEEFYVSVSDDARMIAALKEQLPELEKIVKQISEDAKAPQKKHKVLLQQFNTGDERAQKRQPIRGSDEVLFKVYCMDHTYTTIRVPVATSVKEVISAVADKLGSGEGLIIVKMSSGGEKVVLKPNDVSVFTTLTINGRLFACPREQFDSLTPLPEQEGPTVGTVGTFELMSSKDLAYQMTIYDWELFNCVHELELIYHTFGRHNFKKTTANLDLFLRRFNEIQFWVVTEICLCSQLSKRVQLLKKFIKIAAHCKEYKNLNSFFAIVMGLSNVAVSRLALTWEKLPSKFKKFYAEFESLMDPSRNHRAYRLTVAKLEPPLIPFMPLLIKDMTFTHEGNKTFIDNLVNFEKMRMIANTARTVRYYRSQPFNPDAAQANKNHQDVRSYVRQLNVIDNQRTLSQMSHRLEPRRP
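Exchange assay: 100 nM EPAC2 with 250 nM Rap1B-BODIPY-GDP and 50 uM GDP. Fluorescence (ex 480/em 540 nm) read every 5 min for 30 min at room temperature. Data normalized to 6.5 mM cAMP as agonist control.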
S2 tox = reduces viability in counter-screen for ATXN expression inhibitors; Potency, µM (series often up to 56.7 µM), usual class: cytotoxic; S2 cells (HEK-293 line with an ATXN2-luciferase reporter) viability, CellTiter-Fluor protease fluorescence, 24 h; actives 0.49% (n = 400,000); AID 651635; note: potency is the fitted concentration of half-maximal effect; nearly all actives have a fitted effect of over 40% in size
Nrf2 inh = Nrf2 pathway inhibition; A549 ARE-Fluc reporter, luciferase luminescence, 18-24 h; Potency, µM (top dose mostly 46 µM), for the others: at the top dose activity change, negative = inhibition, hits mostly inhibitors; actives 2.1% (n = 360,000); AID 504444; note: potency is the fitted concentration of half-maximal effect; % is set by controls: 0 for no effect and ±100 for the full control effect; nearly all actives have a fitted effect of over 60% in size
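Quantitative HTS in A549 cells stably bearing an antioxidant response element-firefly luciferase construct. Inhibition of Nrf2-driven transcription was scored by luminescence after 18-24 h of compound exposure at 37 °C.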
IL2 activator = activators of IL-2 | IL-2 activation reporter assay, cell-based qHTS; stimulated with anti-CD3/CD4/CD28 beads; in transgenic mouse T cells | activation, % (series mostly up to about 46 µM) | actives 0.065% (n = 360,000); in the data active = activation above about 50%; inconclusive = mostly about 30% to 49%; note: 0% is about no effect
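First, unstimulated transgenic mouse T cells were exposed to compound for 60 min. Next, anti-CD3/anti-CD4-coated beads with anti-CD28 were added. Finally, after 18 h at 37 degrees C, EGFP and DsRed were imaged.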
TGFb inhibitor = blocks TGF-b signaling. HepG2 CAGA-GFP TGF-b/SMAD3 reporter, GFP fluorescence, 18 h; TGF-beta stimulated, 500 pg/mL final. Potency, µM (doses to about 46.1 µM), inactives show at the highest dose activity, negative = inhibition, actives largely listed as inhibitors. actives 1.2% (n = 410,000); note: potency is the fitted concentration of half-maximal effect; % is set by controls: 0 for no effect and ±100 for the full control effect; nearly all actives have a fitted effect of over 65% in size
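Using HEPG2 CAGA-GFP reporter cells at 1000 cells/well, we pinned test compounds, stimulated with recombinant TGF-beta (500 pg/mL final) and measured total well GFP after 18 h.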
ATXN2 expr inh = inhibitors of ATXN2 expression; Potency, µM (highest dose often 57 µM), for the others: at the top dose activity change, negative = inhibition, most hits filed as inhibitors; AID 1745845; HEK-293 ATXN2-luciferase reporter, luminescence, 24 h; actives 0.72% (n = 360,000); note: potency is the fitted concentration of half-maximal effect; % is set by controls: 0 for no effect and ±100 for the full control effect; nearly all actives have a fitted effect of over 55% in size
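ATXN2-luciferase reporter cells (luciferase flanked by upstream and downstream ATXN2 gene portions) were treated 24 h at 37 °C with compounds at up to 57 uM. SteadyGlo luminescence gave expression; GF-AFC fluorescence gave viability.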
HepG2 tox = kills HepG2 cells in TGF-b inhibitor counter-screen; HepG2 CAGA-GFP viability, ATP luminescence, 18 h; Potency, µM (top dose mostly 46.1 µM), for the others: at the highest dose activity change, negative = cytotoxicity, hits mostly cytotoxic; actives 0.76% (n = 410,000); AID 588856; note: potency is the fitted concentration of half-maximal effect; some results filed as inactive show a strong effect at the top dose
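CellTiter-Glo luminescence gave cytotoxicity after 18 hours at 37 degrees C. The cells were HepG2 CAGA-GFP in 1% FBS DMEM, stimulated with 500 pg/mL TGF-beta after compound addition. %Activity was normalised to no-cell wells (complete cell-killing) and DMSO (no toxicity), and curves were fitted and classified.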
A549 tox = counter-screen for Nrf2 inhibitors: cytotoxicity in A549 cells; A549 ARE-Fluc cells, CellTiter-Fluor viability, 18-24 h; Potency, µM (doses to about 46 µM), without a hit: at the top dose activity change, negative = cytotoxicity, hits mostly inhibitors; actives 0.16% (n = 390,000); note: potency is the fitted concentration of half-maximal effect; % is set by controls: 0 for no effect and ±100 for the full control effect
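A549 ARE-Fluc cells in 5% FBS OPTI-MEM, 5000 cells/well, rested 2 h then exposed to compounds in concentration-response for 18-24 h at 37 °C. Viability by CellTiter-Fluor fluorescence (Ex 405/Em 525) after 30 min; luciferase luminescence (BugLite, 15 min, RT) read afterwards.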
Nrf2 activator = activates Nrf2 signaling | Potency, µM (top dose mostly 46.1 µM), for the others: top-dose activation, most hits filed as activators | actives 0.31% (n = 410,000) | AREc32 ARE-luciferase reporter (MCF7-derived line), luminescence, 24 h; note: potency is the fitted concentration of half-maximal effect; % of control where 0% means no effect; nearly all actives have a fitted effect of over 65% in size
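ARE activation measured as luciferase luminescence (Steady-Glo, 30 min RT) in AREc32_Fluc cells after 24 hr compound exposure at 37 deg C, 5% CO2; cells seeded overnight at 1000/well in OPTI-MEM, 5% FBS.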
Starred values were filed as active, the others as inactive; i = inactive; u = inconclusive; x = no result given; & = joins results of further samples; [ ] = dose if it differs, or a comment. Unless noted, calls come from the whole dose curve; as a rule, active = well fitted curve in the direction sought with a large enough effect; inconclusive = small, poorly fitted or top-dose-only effect, or another doubt; inactive = no such curve, though single readings can be large; an effect the other way counts as inactive or inconclusive.

Structure	TGFb inhibitor	A549 tox	Nrf2 activator	IL2 activator	Nrf2 inh	EPAC2 ag	ATXN2 expr inh	S2 tox	HepG2 tox
CC1CN(C(=O)c2ccc(Br)c(S(=O)(=O)N3CCOCC3)c2)CC(C)O1 (stereo not given)	1%	-9%	0.1%	-0.3	-2%	-2%	-16%	i	1%
O=C(COC(=O)c1cccc(NC(=O)c2ccco2)c1)c1ccc(Br)cc1	9%	-17%	0.3%	-2.4	-22%	15%	x	x	-21%
COc1ccc(CN2CCCCC2C)c(C)c1C (stereo not given)	-13%	3%	-0.2%	-0.1	x	-2%	4%	i	-2%
C[C@H]1O[C@@H](O[C@H]2CC[C@@]3(C)C(CC[C@]4(C)C3C=C[C@]35OC[C@@]6(CCC(C)(C)C[C@H]63)[C@@H](O)C[C@]54C)[C@]2(C)CO)[C@H](O)[C@@H](O[C@@H]2O[C@H](CO)[C@@H](O)[C@H](O)[C@H]2O)[C@H]1O (stereo not given in full)	u	-12%	-0.4%	0.2	-24%	-15%	7%	i	-50%
COc1cccc(N/C(C)=C/C(=O)c2ccc(Br)cc2)c1	-4%	7%	14%	1.2	u	12%	50%[activator]	i	-16%
COc1cc(NC(=O)c2csc(N)n2)cc(C(=O)Nc2cccc(C(F)(F)F)c2)c1	u	-21%	-4.1%&-0.8%	-0.5&-4.3	-1%	-1%&-6%	u	18µM*	-46%&5%
CCCOC(=O)c1c(NC(=O)c2cc3ccccc3c(=O)o2)sc2c1CCC(C)C2 (stereo not given)	u	-3%	4.7%	x	6%	x	1%	i	-21%
CCCCc1ccc(NC(=O)CSc2nc(=O)n(CCN(CC)CC)c3c2CCC3)cc1	-1%	u	-0.3%	0.6	-19%	-8%	-19%	u	-27%
CCC(C)(C)NC(=O)C(c1cccc(OC)c1OC)N(Cc1ccc(OC)cc1)C(=O)CCC(=O)Nc1cc(C)on1 (stereo not given)	13%	u	0.2%	0.4	-14%	1%	0%	i	-4%
CCOC(=O)c1cc2c(=O)n3cccc(C)c3nc2n(CC2CCCO2)c1=NC(C)=O (stereo not given)	0%&5%	-8%&-7%	1.5%&-0.7%	-0.3&-0.6	-1%&-3%	0%	-7%&4%	u	-9%&6%
Cc1ccc(S(=O)(=O)CC(C)N2CCN(C3CCCCC3)CC2)cc1 (stereo not given)	-3%	u	-0.2%	3.0	21%	-1%	-2%	i	-20%
COc1ccc(-c2nn3c(-c4ccc(F)cc4)nnc3s2)cc1	-1%	1%	-0.2%	0.3	-26%	-14%	-13%	i	4%
Cc1ccc2nc(SCc3nc4cc(Cl)ccc4c(=O)[nH]3)[nH]c2c1	18%	-4%	4.4%	0.2	-15%	0%	-20%	i	-13%
COc1ccccc1CN1CC(C(=O)NCc2cnn(C)c2)CCC1=O (stereo not given)	-6%	-2%	-0.7%	-0.8	14%	-1%	6%	i	3%
N#Cc1ccsc1NC(=O)CN1CCN(S(=O)(=O)c2cc(Cl)ccc2Cl)CC1	-5%	4%	0.2%	-0.9	20%	11%	-13%	i	11%
Cc1ccc(C2=NS(=O)(=O)N(C)C(C(=O)NC(C)c3ccccc3)=C2)cc1 (stereo not given)	-9%	-5%	0.0%	6.3	-9%	2%	19%	i	-16%
COc1ccc(/C=C/c2noc(-c3ccccc3OC(C)=O)n2)cc1	23%	-9%	-0.9%	0.0	u	15%	-14%	i	-12%
CCOCCCNC(=O)CS(=O)(=O)Cc1nc(-c2cccc(OC)c2)oc1C	13%	7%	-0.4%	-1.0	7%	0%	4%	i	-5%
NC(=O)C(C1=CCCCC1)c1ccccc1 (stereo not given)	0%	-10%	0.2%	0.6	-7%	8%	22%	i	-31%
CCCCc1ccc(-c2ccc(C)cc2O)nc1	-6%	-1%	2.7%	-1.2	u	1%	67%[activator]	u	1%
CN(CC(=O)Nc1ccc(F)cc1)C(=O)CSc1ncccn1	-11%	3%	-0.5%	-1.1	-22%	2%	7%	i	11%
O=[N+]([O-])c1ccc(S(=O)(=O)N/N=C/c2cccs2)cc1	2%	1%	0.4%	-0.5	-17%	-8%	1%	i	6%
COc1ccc(CN2CCN(C3CCSCC3)CC2CCO)c(C)c1C (stereo not given)	4%	0%	2.9%	-1.7	2%	2%	-15%	i	-14%
O=C(Nc1ccnn1C1CCN(Cc2cc(Cl)ccc2O)CC1)C1CC1	5%	2%	0.0%	-2.9	u	2%	-7%	i	-3%
COc1ccc2c(c1)[nH]c1c(=O)n(CCN3CCCC3)cnc12	u	6%	2.7%	-0.1	x	-1%	-4%	i	-13%

A different layout for part of the listing above.
Sequence of screens – TGFb inhibitor, A549 tox, Nrf2 activator, IL2 activator, Nrf2 inh, EPAC2 ag, ATXN2 expr inh, S2 tox, HepG2 tox
> COc1cc(NC(=O)c2csc(N)n2)cc(C(=O)Nc2cccc(C(F)(F)F)c2)c1
  u, -21%, -4.1%&-0.8%, -0.5&-4.3, -1%, -1%&-6%, u, 18µM*, -46%&5%
> CC1CN(C(=O)c2ccc(Br)c(S(=O)(=O)N3CCOCC3)c2)CC(C)O1 (stereo not given)
  1%, -9%, 0.1%, -0.3, -2%, -2%, -16%, i, 1%

Next part.
Structure	TGFb inhibitor	A549 tox	Nrf2 activator	IL2 activator	Nrf2 inh	EPAC2 ag	ATXN2 expr inh	S2 tox	HepG2 tox
Cc1ccc(S(=O)(=O)NC(=O)Nc2c(C)n(C)n(-c3ccccc3)c2=O)cc1	-16%	0%	0.1%	-2.2	1%	-4%	7%	i	6%
COc1ccc(OC)c(NC(=O)CNC(=O)Cn2c(C)cc3ccccc3c2=O)c1	-4%	-12%	-0.3%	-1.3	17%	-5%	8%	i	-8%
CCN(C(=O)CN1C(=O)S/C(=C\c2cccc(Cl)c2)C1=O)C1CCS(=O)(=O)C1 (stereo not given)	5%	0%	11µM*	2.7	-16%	-1%	-7%	u	-16%
CCCCn1c(N)c(N(CC)C(=O)c2cccc(C)c2)c(=O)[nH]c1=O	15%	0%	-0.7%	-2.7	-2%	8%	6%	i	2%
S=c1[nH]nc(-c2cc3c(s2)-c2ccccc2CC3)o1	7%	u	11%	-0.6	15%	7%	28%	x	-2%
CC1(C)NC(=O)N(CCCOc2ccc3c(c2)CCC3)C1=O	4%	-14%	0.6%	0.2	9%	6%	29%	i	-32%
O=C(/C=C/Nc1ccc(S(=O)(=O)Nc2cnc3ccccc3n2)cc1)c1ccccc1	-6%	-17%	4.4%	-2.0	u	-4%	75%[activator]	i	-1%
CCOC(=O)C1=C(C)NC(=O)C(C(N)=O)C1c1ccccc1 (stereo not given)	0%	16%	0.1%	-1.2	10%	-4%	2%	i	-79%
Cc1cc(N2CCCCC2)nc(NCc2ccccc2)n1	u	-27%	12%	-1.0	u	11%	u	u	-5%
CCc1ccc(OCC(=O)NCC(c2ccc(Cl)cc2)N2CCOCC2)cc1 (stereo not given)	-38%	6%	6.3%	x	u	x	-28%	i	-21%
O=C(Nc1ccccc1Oc1ccccc1)C1CCCC1	-4%	11%	0.4%	0.3	9%	-1%	-13%	i	-5%
Cc1ccc(NC(=O)N2CCC(C(N)=O)CC2)cc1	1%	5%	-0.4%	0.1	25%	3%	0%	i	5%
CC1CCN(CCCNC(=O)c2nn(C)c3c2CS(=O)(=O)c2ccccc2-3)CC1	4%	3%	-0.3%	-3.9	16%	10%	0%	i	6%
CCOc1ccccc1NC(=O)Cn1c(=O)n(-c2ccc(F)cc2)c(=O)c2sc3ccccc3c21	3%	3%	-0.5%	x	-3%	x	2%	u	-4%
Cc1ccc([C@@H]2C[C@H]3[C@@H](CN2S(=O)(=O)c2ccc(Cl)cc2)C(=O)C[C@@H](c2ccccc2F)N3S(=O)(=O)c2ccc(C)cc2)cc1	6%	x	0.6%	1.7	x	-5%	-1%	i	2%
O=C(N/N=C/c1cccnc1)NC12CC3CC(CC(C3)C1)C2	0%	1%	3.4%	0.4	3%	13%	1%	i	-50%
O=C1C=C(N2CCOCC2)CCC1	2%	-2%	-0.9%	-1.4	u	1%	3%	i	6%
CC1CCN(C(=O)CSc2nc3cccnc3n2C)CC1	16%	11%	-0.3%	-2.1	16%	5%	2%	i	-3%
Cc1ccc(-c2nc3ncccn3c2NC2CCCCC2)o1	7%	-6%	2.7%	-0.9	14%	2%	3%	i	-13%
CCOCCCNC(=O)Cn1nc(Cc2ccncc2)c2ccccc2c1=O	3%	5%	3.8%	2.5	-15%	8%	2%	i	8%
O=C(NCc1ccc2c(c1)OCO2)C1CCCN1C(=O)Nc1cccc(Cl)c1 (stereo not given)	-9%	0%	-0.3%	0.1	-6%	-1%	-23%	i	-9%
O=S(=O)(c1ccc2nc(-c3ccccc3)[nH]c2c1)N1CCN(c2ccc(Cl)cc2)CC1	u	-2%	0.4%	-1.5	u	1%	-7%	u	-63%
CCN(Cc1ccccc1)Cc1c(O)ccc2c(=O)c(-c3ccc(Cl)cc3Cl)coc12	5%	-3%	-0.6%	x	14%	x	-6%	i	-1%
C=CCc1ccccc1OCCNCCCOC	-3%	-3%	0.0%	-2.5	-3%	9%	0%	i	4%
CCc1nc(NCc2ccccn2)c2oc3ccccc3c2n1	-14%	-12%	-0.5%	-0.7	9.2µM*	2%	-24%	i	-24%

Screens from PubChem.
